LMNA splice mod = changes lamin A minigene splicing in HeLa cells; HeLa LMNA splicing GFP/RFP minigene ratio, 48 h; Potency, µM (doses to about 46.1 µM), without a hit: at the highest dose ratio change, negative = inhibition, hits mostly inhibitors; 0.01% of 200,000 active; AID 1487; active means well fitted inhibition curve with a large enough effect in the signal ratio, with a control signal flat, not every such curve was filed as active; inconclusive means small, poorly fitted or top-dose-only effect, or effect the other way, or a change in a side signal; the % refers to the signal ratio; further: potency means the concentration at half of the fitted maximal effect; on the % scale 0 is the no-effect control and ±100 the full control effect
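Read-out is the ratio of GFP to DsRed2 object intensity, acquired by 488 nm laser-scanning cytometry on HeLa lamin A-EGFP minigene reporter cells. Compound incubation 48 hrs at 37 °C in Opti-MEM with 2% FBS; DMSO 0.5% final.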
CBFb RUNX1 block = blocks binding between human CBF-beta and RUNX1; Potency, µM (top dose mostly 59.8 µM), inactives show at the highest dose activity, negative = inhibition, hits mostly inhibitors; 230,000 tested, under 10 active; Q01196+Q13951; AlphaScreen CBFb-His/RUNX1-biotin binding, biochemical; further: % of control where 0% means no effect
Target sequence (Q01196 whole entry, looked up): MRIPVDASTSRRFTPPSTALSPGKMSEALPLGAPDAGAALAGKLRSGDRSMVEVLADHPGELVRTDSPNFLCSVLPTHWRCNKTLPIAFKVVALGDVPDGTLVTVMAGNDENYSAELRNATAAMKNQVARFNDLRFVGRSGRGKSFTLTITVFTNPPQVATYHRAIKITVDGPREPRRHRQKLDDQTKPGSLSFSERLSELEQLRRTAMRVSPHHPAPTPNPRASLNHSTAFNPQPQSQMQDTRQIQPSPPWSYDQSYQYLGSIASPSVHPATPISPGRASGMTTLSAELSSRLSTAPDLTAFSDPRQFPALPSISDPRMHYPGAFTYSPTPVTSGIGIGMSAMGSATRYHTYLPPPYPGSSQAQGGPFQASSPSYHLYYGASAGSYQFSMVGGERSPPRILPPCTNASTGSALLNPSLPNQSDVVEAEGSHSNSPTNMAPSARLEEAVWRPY
Target sequence (Q13951 whole entry, looked up): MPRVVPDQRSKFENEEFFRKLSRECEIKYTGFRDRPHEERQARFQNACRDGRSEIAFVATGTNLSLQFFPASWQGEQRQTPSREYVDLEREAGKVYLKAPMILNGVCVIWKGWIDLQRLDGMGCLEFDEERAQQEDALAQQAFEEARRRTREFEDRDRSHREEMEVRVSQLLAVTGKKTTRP
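Proteins preincubated together for 20 min at RT before compound addition; 15 min later, nickel and streptavidin beads were added and left 90 min prior to AlphaScreen measurement.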
IMPase Li cell = cell-permeable IMPase inhibitors with lithium potentiation; CHO-M1 cells, IP1 TR-FRET (IP-One), carbachol + lithium; Potency, µM (titrated, usually from 59.4 µM), for inactives: top-dose activity, negative = IMPase inhibition, most hits filed as inhibitors; 0.35% of 210,000 active;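 further: IP1 builds up when IMPase is blocked and the TR-FRET signal falls; potency means the concentration at half of the fitted maximal effect; plate controls were basal vehicle for no effect and high inhibitor control for full effect; nearly all actives have a fitted effect of over 50% in size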
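Test compounds were applied to CHO-M1 cells previously cultured for 16–30 h at 2000 per well. A small lithium amount accompanied them; after 30 min at 37C, IP1 was quantified by TR-FRET.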
SMN2 splice enh = SMN2 splice variant enhancement. HEK293 SMN2-luciferase splicing reporter, luminescence, 30-36 h. Potency, µM (titrated, usually from 46.1 µM), for the others: top-dose activity change, positive = activation, usual class: activators. 2.8% of 210,000 active. AID 1458; further: potency means the concentration at half of the fitted maximal effect; % of control where 0% means no effect; nearly all actives have a fitted effect of over 55% in size
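HEK293 cells carry an SMN2 minigene-luciferase reporter in which exon 7 inclusion puts luciferase in frame. Cells were seeded at 2000 cells/well, attached for 10-12 hours, then exposed to compounds for 30-36 hours at 37C before ONE-Glo luminescence.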
HTT ATP protect = Huntington cell model cytoprotection by ATP luminescence; PC12 HTT-Q103 induced, cytoprotection, ATP luminescence, 40 h; Potency, µM (doses to about 56.4 µM), for the others: cytoprotection (ATP increase), actives largely listed as activators; 0.14% of 230,000 active; AID 1471;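 further: potency means the concentration at half of the fitted maximal effect; % of control where 0% means no effect; nearly all actives have a fitted effect of over 45% in size; toxic huntingtin expression switched on by the ecdysone agonist tebufenozide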
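Rat PC12, Q103 Htt exon1-GFP fusion, ecdysone promoter; tebufenozide inducer 100 nM final; compound titration; qHTS, 1500 cells/well; ATPlite luminescent read.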
HttQ103 aggreg = reduces HttQ103-GFP aggregates in PC12 cells; PC12 HttQ103-GFP aggregates, Acumen cytometry, 40 h; Potency, µM (top dose mostly 46.1 µM), for the others: at the top dose activity change, negative = inhibition, most hits filed as inhibitors; 1.1% of 220,000 active; AID 1688; further: potency means the concentration at half of the fitted maximal effect; on the % scale 0 is the no-effect control and ±100 the full control effect; nearly all actives have a fitted effect of over 60% in size
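Read-out: GFP aggregate count by laser scanning cytometer (488 nm excitation, 500-530 nm emission, 1–25 µm objects >6 SD above background). Cells: PC12, inducible HTTex1-Q103-GFP, 100 nM tebufenozide; compounds titrated.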
Luc counter = Kinase-Glo luciferase inhibition (counter-screen); Kinase-Glo luciferase, ATP luminescence, 8 min; Potency, µM (top dose mostly 38.3 µM), for the others: top-dose activity change, negative = inhibition, actives largely listed as inhibitors; 0.28% of 200,000 active; further: potency means the concentration at half of the fitted maximal effect; on the % scale 0 is the no-effect control and ±100 the full control effect; nearly all actives have a fitted effect of over 60% in size
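Compounds were added to a substrate mix at pH 7.2 (50 mM imidazole, 10 uM ATP, within the enzyme's linear range), followed by Kinase-Glo detection reagent; luminescence was measured after 8 minutes at ambient temperature.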
* = called active by the depositor; ? = inconclusive; . = no result given; [ ] = another dose, or the depositor's remark. Unless noted, the call rests on the fitted dose curve; in most records, active means well fitted curve in the direction sought with a large enough effect; inconclusive means small, poorly fitted or top-dose-only effect, or another doubt; inactive means no such curve, though single readings can be large; an effect the other way counts as inactive or inconclusive. Compounds as they come; any-hit rate near 4%.

SMILES	LMNA splice mod	CBFb RUNX1 block	IMPase Li cell	SMN2 splice enh	HTT ATP protect	HttQ103 aggreg	Luc counter
COc1ccc(Nc2nc(NCc3ccco3)nc(N/N=C/c3ccccc3F)n2)cc1	-9%	?	6%	-27%	-14%[1.9 µM]	11%	4%
O=C(CCCCCn1c(=S)[nH]c2ccccc2c1=O)NCc1ccc2c(c1)OCO2	6%	2%	1%[38.3 µM]	-18%	?	11%	3%
COC(=O)[C@@]1(Cc2ccc(OC)cc2)[C@H]2c3cc(C(=O)N4CCCC4)n(Cc4cc(C)n(C)n4)c3C[C@H]2CN1C(=O)c1ccccc1	.	9%	-10%	0%	-2%	.	-5%
O=c1[nH]ncc(N/N=C\c2ccc(O)cc2O)c1Cl	.	-3%	3%	23%	.	-2%	-8%
CSc1ccccc1NC(=O)Nc1cccc(Cl)c1	-13%	-2%	50%[activator][38.3 µM]	19%	-26%	-27%	-14%
Cc1c(Cc2ccc3c(c2)OCO3)sc(NC(=O)c2ccc3ccccc3c2)c1C(N)=O	?	5%[2.36 µM]	-6%	9%	.	27%	-5%
COc1ccc(N(CC(=O)Nc2ccc3c(c2)OCCO3)S(=O)(=O)c2cccnc2)cc1	-8%	0%	38%[38.3 µM]	-14%	7%[10 µM]	6%	1%
COc1cccc(-c2nc(C=O)cs2)c1	-22%[46 µM]	3%	-1%	9%	6%[10 µM]	30%	-9%
Clc1ccc(-c2nc3ccncc3[nH]2)cc1	-9%	13%	0%	11µM*	-28%[10 µM]	0%	?
CCCOc1ccc(N2C(=O)CC(N(CCOC34CC5CC(CC(C5)C3)C4)C(C)=O)C2=O)cc1 (configuration not stated)	.	18%	?	-47%[inhibitor]	-47%[inhibitor]	-2%	3%
Cc1ccc(-n2ncc3c(=O)[nH]c(SCC(=O)N4CCOCC4)nc32)cc1	?	11%	-3%	-1%	10%[10 µM]	-12%	-3%
CCOC(=O)CSc1nnc(-c2cccnc2)o1	-3%	9%	1%	-21%	19%[1.9 µM]	-4%	8%
CNC(=S)N/N=C(\C)c1ccc(Cl)s1	-15%	-2%	9%	23%	10%[1.9 µM]	21%	5%
O=C(COC(=O)/C=C/c1ccccc1)Nc1cccc(Oc2ccccc2)c1	3%	9%	-2%	-7%	8%[10 µM]	8%	2%
COCCN(CC(=O)NCc1ccc(F)cc1)C(=O)CCC(=O)Nc1ccccn1	-1%	7%	4%[38.3 µM]	-3%	-6%[10 µM]	7%	-1%
OC1CN=C2CCCc3c2n(c2ccc(Cl)cc32)C1 (configuration not stated)	-6%	-12%	12%[38.3 µM]	.	18%	-9%	-1%
Cc1nc(NC(=O)c2ccccc2)sc1Cc1ccc2c(c1)OCO2	?	-3%	9%	?	-14%[10 µM]	-29%	-1%
COc1ccc(CCNC(=O)c2c(-c3ccccc3Cl)noc2C)cc1	8%	3%	23%[38.3 µM]	8%	-5%	3%[9.22 µM]	1%
COC(=O)N/N=C/c1cc(Cl)cc(Cl)c1OCc1ccc(F)cc1	?	3%	2%	3%	.	9%	-1%
CCOc1ccc(C(=O)/C=C/Nc2ccc(S(=O)(=O)Nc3onc(C)c3C)cc2)cc1	-12%	-4%	-7%	?	-4%[10 µM]	0%	1%
FC(F)(F)c1cccc(N2CCc3cn[nH]c32)c1	-1%	6%	10%[38.3 µM]	-14%	-9%[10 µM]	5%	-3%
COC(=O)[C@@H]1C[C@@]1(C)[C@@H](NC(=O)OCc1ccccc1)c1ccccc1	.	-9%	18%	-88%[inhibitor]	-18%	.	-3%
CCc1cc2c(=O)c(-c3nc(C)cs3)c(CCCC(=O)O)oc2cc1O	3%[46 µM]	4%	1%	.	-5%[10 µM]	5%[9.22 µM]	-3%
Cc1ccc(CN2CCN(Cc3cccn3-c3ccccn3)CC2CCO)o1 (configuration not stated)	.	6%	3%	.	7%[10 µM]	-16%[9.22 µM]	.
C=CCn1c(=O)/c(=C/c2ccc(Cl)cc2)s/c1=C(/C#N)c1nnc2n1CCCCC2	-4%	-3%	46%[activator][38.3 µM]	12%	-25%	4%	-4%
COc1ccc(N2CC(O)(c3ccc(OC(F)F)cc3)[N+]3=C2CCCC3)cc1 (configuration not stated)	-23%[46 µM]	15%	14%	-7%	-25%	9%	0%
COCc1n[nH]c(=S)n1-c1cccc2ccccc12	-8%	6%	-20%[38.3 µM]	23%	-25%	13%	-7%
O=C(Nc1nnc(Cc2ccc([N+](=O)[O-])cc2)s1)Nc1ccccc1F	.	3%	2%	.	-5%[10 µM]	-3%[9.22 µM]	-3%
Cc1cc(C)nc(NC(=O)CCC2CCCC2)c1	-3%	8%	5%	7%	10%[10 µM]	-19%	-1%
O=C(CSc1nnc(-c2cccnc2)n1Cc1ccccc1)NCc1ccccc1	1%	3%	0%	-13%	2%[1.9 µM]	-12%	0%
Cc1cccc(-n2cc(C#N)c(=O)[nH]c2=O)n1	-7%	14%	2%	-12%	5%[10 µM]	5%	-1%
CCOc1ccccc1Oc1c(C)oc2cc(OC(=O)N3CCOCC3)ccc2c1=O	15%	4%	27%[38.3 µM]	-16%	-6%	18%	3%
CCOc1cc(C2CC(=O)Nc3cc(C)c(C)cc32)ccc1O (configuration not stated)	-3%	-4%	8%[38.3 µM]	-3%	-8%	-9%	-4%
CS(=O)(=O)Cc1nc2ccccc2oc1=O	?	2%	-1%[38.3 µM]	?	-11%	-31%	0%
O=C(c1c(F)cccc1F)N(Cc1cccs1)C1CCCC1	6%[46 µM]	2%	12%	-17%	.	.	-8%
CCN(CC)S(=O)(=O)c1ccc2[nH]cc(C(=O)NCCc3ccccc3)c(=O)c2c1	?	7%	?	-81%[inhibitor]	0%[10 µM]	-12%	0%
COc1cc(NC(=O)CCc2c(C)nc3nc(C)nn3c2C)cc(OC)c1	-2%	-10%	39%[activator][38.3 µM]	-32%[inhibitor]	-16%	5%	1%
CC(NS(=O)(=O)c1cccc(S(=O)(=O)c2ccccc2)c1)C(=O)O (configuration not stated)	1%	13%	1%	5%	-30%[0.074 µM]	-9%	3%
CCOc1ccc(NC(=O)CN2C(=O)C3CC=CCC3C2=O)cc1 (configuration not stated)	7%	-3%	3%[38.3 µM]	.	-6%	15%	3%
CCOc1ccc2[nH]c(C)c(CN3CCCCC3)c(=O)c2c1	-6%	3%	-6%[38.3 µM]	-15%	-4%	-11%	10%
C/C(=N/N1CCN(c2ccccc2)CC1)c1cccc([N+](=O)[O-])c1	18%[46 µM]	-18%	0%	1%	3%	-11%	-2%
COc1ccc(CCNc2oc(Cc3cccc4ccccc34)nc2C#N)cc1OC	?	-6%	16%[38.3 µM]	-83%[inhibitor]	-12%[0.074 µM]	13%	0%
O=C(CCl)Nc1ccccc1C(=O)NCc1ccccc1	?	1%	10%	-49%[inhibitor]	-1%	24%	-3%
O=C(COC(=O)c1ccccc1Nc1ccccc1)NCc1ccccc1Cl	-6%	-2%	11%	-21%	2%[10 µM]	20%	4%
CN(C(=O)c1ccc2c(c1)C(=O)N(CCC1=CCCCC1)C2=O)C1CCCCC1	-3%	-2%	18%[38.3 µM]	-33%[inhibitor]	-53%[inhibitor]	?	1%
COc1ccc(N=Cc2cc(Cl)ccc2O)cc1Cl	.	-13%	-10%	.	12%	11%	.
Cc1ccc(S(=O)(=O)c2c(N)n(NC(=O)C3CC3)c3nc4ccccc4nc23)cc1	-1%	12%	-16%[38.3 µM]	-2%	12%	4%	0%
COc1ccc(CCNC(=O)C(=O)NN=C2CCCCCCC2)cc1OC	.	3%	.	.	9%[10 µM]	-1%[9.22 µM]	.
CCOC(=O)N1CCN(Cc2nc(CC3CC3)no2)CC1	.	11%	3%	.	-28%	-6%	1%
COC(=O)c1ccc2c(c1)C(=O)N(C1CCCCC1)C2=O	-1%	2%	-11%[38.3 µM]	-15%	-15%	15%	-4%
CCN(CC)C(=O)CSc1nc(N)c2c3c(sc2n1)CC(C)CC3 (configuration not stated)	?	0%	20%[38.3 µM]	10%	-20%	-32%	-2%
CC1CC[C@@]2(C(=O)O)CCC3(C)C(=CCC4[C@]5(C)CC(O)C(O)[C@](C)(CO)C5C(O)C[C@@]43C)C2C1C (some centres not stated)	.	-9%	22%	2%	6%	.	-2%
OCCNNC(=S)NC1CC2C=CC1C2 (configuration not stated)	-4%[46 µM]	-6%	.	.	7%[10 µM]	19%[9.22 µM]	.
O=C1N=c2ccccc2=C1c1sc(=S)n(-c2ccc(O)cc2)c1O	.	-6%	.	.	11%[10 µM]	15%[9.22 µM]	.
COc1ccc(C(=O)Nc2n[nH]c(-c3ccncc3)n2)cc1	26%	7%	-4%[38.3 µM]	-19%	-29%	0%	-2%
COc1ccc(C(=O)Nc2nnc(Cc3cccs3)s2)cc1OC	-2%[0.0737 µM]	-1%	?	-12%	-2%	21%	1%
COC(=O)[C@@H]1C2CCC(C(=O)Nc3ccccc3)(CC2)[C@@H]1C(=O)OC	-5%	4%	-1%	-3%	11%[10 µM]	3%	2%
CCOC(=O)c1c(C)[nH]c(-c2csc(N)n2)c1C	.	?	28%	11%	-77%[inhibitor]	?	-9%
CCOC(=O)C1CCN(Cc2nc3ccccc3c(=O)n2-c2ccc(OCC)cc2)CC1	5%	14%	19%[38.3 µM]	21%	-8%[0.074 µM]	-6%	0%
CC1=CC(=O)[C@@H]2C[C@H]1C2(C)C	.	2%[21.7 µM]	4%	.	1%[1.9 µM]	.	2%
O=C(NC1(C(F)(F)F)NC(=O)N(Cc2cccnc2)C1=O)c1ccncc1 (configuration not stated)	-1%	-2%	17%[38.3 µM]	2%	-7%[10 µM]	30%	-3%

Record cards, from the list above. Order of screens: LMNA splice mod, CBFb RUNX1 block, IMPase Li cell, SMN2 splice enh, HTT ATP protect, HttQ103 aggreg, Luc counter
CCN(CC)C(=O)CSc1nc(N)c2c3c(sc2n1)CC(C)CC3 (configuration not stated) is listed with ?, 0%, 20%[38.3 µM], 10%, -20%, -32%, -2%
COc1ccc(C(=O)Nc2nnc(Cc3cccs3)s2)cc1OC is listed with -2%[0.0737 µM], -1%, ?, -12%, -2%, 21%, 1%

Single entries from the entries so far.
CBFb RUNX1 block with CCOC(=O)N1CCN(Cc2nc(CC3CC3)no2)CC1 is entered as 11%
Luc counter with Cc1ccc(S(=O)(=O)c2c(N)n(NC(=O)C3CC3)c3nc4ccccc4nc23)cc1 is entered as 0%

Screening data as filed in PubChem BioAssay.
